Screens as filed in PubChem BioAssay.
Ba/F3 V617F tox: reduce viability of Ba/F3 cells dependent on JAK2V617F | actives 1.1% (n = 220,000) | inhibition, % at 5.6 µM | Ba/F3 EpoR-JAK2V617F viability, ATP luminescence;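 active = inhibition above the campaign mean plus 3 SD over all tested compounds, cut at about 24% in these data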;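 note: cytokine-independent growth of Ba/F3 cells driven by EpoR plus mutant JAK2; 0% = DMSO-treated cells and 100% = JAK inhibitor I control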
NPY-Y1 PAM-ag: potentiates or activates human NPY-Y1 receptor | P25929 | NPY-Y1 expressing cells, potentiator/agonist activation | activation, % at 3.6 µM | actives 0.37% (n = 220,000); in the data active = activation above about 33%, passing the limit was not always enough;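 note: cells stimulated with NPY at EC10 then isoproterenol at EC100; 0% = low agonist plus stimulus and 100% = saturating agonist plus stimulus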
Target sequence (P25929 whole entry, looked up): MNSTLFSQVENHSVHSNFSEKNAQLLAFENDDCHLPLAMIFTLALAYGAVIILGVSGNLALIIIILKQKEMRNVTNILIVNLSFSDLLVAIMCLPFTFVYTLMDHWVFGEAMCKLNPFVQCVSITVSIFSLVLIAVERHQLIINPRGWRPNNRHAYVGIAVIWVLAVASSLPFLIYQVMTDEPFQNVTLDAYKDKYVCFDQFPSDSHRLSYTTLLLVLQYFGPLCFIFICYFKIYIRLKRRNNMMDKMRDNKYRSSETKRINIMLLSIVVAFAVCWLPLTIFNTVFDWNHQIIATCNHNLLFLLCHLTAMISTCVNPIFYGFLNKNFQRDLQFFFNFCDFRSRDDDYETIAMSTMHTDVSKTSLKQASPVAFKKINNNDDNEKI
S1P4 antagonist: human S1P4 receptor antagonism; actives 0.26% (n = 220,000); S1P4-expressing cells, antagonist mode, reporter read-out; inhibition, % at 4.98 µM; in the data active = inhibition above about 29%;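 note: 0% = wells stimulated with agonist and 100% = vehicle wells without agonist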
Target sequence (O95977 whole entry, looked up): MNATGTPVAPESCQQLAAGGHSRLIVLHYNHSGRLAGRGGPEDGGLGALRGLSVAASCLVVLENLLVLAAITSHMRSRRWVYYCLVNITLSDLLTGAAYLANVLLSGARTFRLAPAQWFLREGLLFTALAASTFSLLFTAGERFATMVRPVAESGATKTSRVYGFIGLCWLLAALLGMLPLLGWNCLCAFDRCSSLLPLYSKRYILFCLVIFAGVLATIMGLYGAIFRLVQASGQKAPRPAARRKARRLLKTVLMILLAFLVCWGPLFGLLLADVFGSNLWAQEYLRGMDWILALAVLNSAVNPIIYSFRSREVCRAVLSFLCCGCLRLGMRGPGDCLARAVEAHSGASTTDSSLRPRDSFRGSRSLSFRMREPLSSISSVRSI
CHOP inh: blocks CHOP induction under ER stress. CHO-K1 CHOP-promoter luciferase, tunicamycin-induced, 15-18 h. actives 3.8% (n = 220,000). AID 2732. inhibition, % at 10 µM;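 active = compounds that reduced the stress-induced luciferase reporter signal by more than about 70% of percent inhibition, limit read from the data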;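 note: 0% = tunicamycin plus vehicle and 100% = wells without tunicamycin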
BaF3 parental: parental Ba/F3 viability inhibition as JAK2V617F counter-screen. inhibition, % at 5.6 µM. AID 1486. CellTiter-Glo ATP luminescence. actives 1.1% (n = 220,000);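 active = inhibition above a per-campaign cutoff, the mean inhibition of all tested compounds plus 3 SD, cut at about 27% in these data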;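 note: 0% = DMSO wells and 100% = JAK Inhibitor I control wells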
NCF1 inh: blocks human p47phox regulatory protein of NADPH oxidases. inhibition, % at 24.7 µM. P14598. p47phox/p22phox peptide binding, fluorescence polarization, 2 h. actives 0.53% (n = 220,000);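 active = inhibition above about 30%, limit read from the data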;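 note: 0% = p47phox with labelled peptide and 100% = labelled peptide alone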
NPY2 pot ag: human NPY-Y2 potentiation or agonism, primary screen; activation, % at 3.6 µM; actives 0.45% (n = 220,000); AID 1359; cells expressing NPY-Y2, potentiator/agonist read-out; in the data active = activation above about 27%;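 note: cells stimulated with NPY near EC25 plus isoproterenol at EC100; 0% = vehicle plus submaximal agonist and 100% = vehicle plus saturating agonist; some results beyond the cut were filed as inactive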
S1P4 ag: human S1P4 receptor agonism; actives 0.35% (n = 220,000); O95977; S1P4-expressing cell line, agonist reporter assay; activation, % at 4.98 µM; in the data active = activation above about 11%;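 note: 0% = DMSO vehicle and 100% = reference agonist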
NPY Y1 blocker: antagonists of human neuropeptide Y receptor Y1. inhibition, % at 3.6 µM. AID 1040. actives 1% (n = 200,000). HEK293-CNG Y1 cells, membrane potential fluorescence; NPY at EC95, then isoproterenol;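 active = inhibition above the campaign mean inhibition of all tested compounds plus 3 SD, cut at about 20% in these data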;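 note: 0% = DMSO wells given NPY plus isoproterenol and 100% = isoproterenol alone without NPY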
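material = HEK293 cells with Y1 receptor plus CNG channel | also added = NPY 25 nM then isoproterenol 1 µM plus Ro 20-1724 25 µM | schedule = dye 3 h, compound 60 min room temperature, stimulation 45 min | measured by = membrane potential fluorescence | benchmarks = high control isoproterenol alone, low control NPY with isoproterenol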
* = called active by the depositor; / = not tested or not shown; & = joins results of further samples.

Each structure is followed by: Ba/F3 V617F tox, NPY-Y1 PAM-ag, S1P4 antagonist, CHOP inh, BaF3 parental, NCF1 inh, NPY2 pot ag, S1P4 ag, NPY Y1 blocker
- Cc1ccc(-c2cc(C(=O)NCCCN3CCOCC3)no2)cc1
  3, -4, 16, 47, 8, -6, -18, -0.8, 3
- Cc1cc(NC(=O)C(C)SCC(=O)O)no1 (stereo not given)
  3, 14, -3, -15, -1, -5, -5, -0.1, 2
- CCC(=O)N1N=C2CC(C)(C)OCC2C1c1ccccc1 (stereo not given)
  -2, -6, -13, 19, 0, 1, 7, 1.6, 1
- COc1ccc(-c2nc3c4ccccc4ccn3c2CN2CCCCC2)cc1OC
  -3, -14, 9, 15, 6, -11, -28, 0.2, /
- O=c1ccn(-c2ccccc2)[nH]1
  -5, 4, -22, 17, 0, -2, -2, 1.0, 6
- C=C(C)CNC(=S)N/N=C(\C)c1ccc(OC)cc1
  -2, -16, 17, 4, 8, -6, 12, 0.5, 2
- CCN(CCCNC(=O)CNC(=O)Cn1cnc2ccccc2c1=O)c1ccccc1
  1, 9, -2, -15, 6, 3, 3, 0.6, 3
- COc1ccc(N(CC(=O)NCc2ccc3c(c2)OCO3)C(=O)CCC(=O)Nc2ccccn2)cc1
  2, -14, -4, 15, 4, -8, 11, -1.7, 9
- CC1CCCN(c2c([N+](=O)[O-])c(=O)oc3ccccc23)C1 (stereo not given)
  -8, -22, -5, 17, 1, -5, 0, 0.7, 0
- Cc1ccc(-c2noc(=O)n2CC(=O)Nc2ccc(S(=O)(=O)NC3CC3)cc2)cc1
  -6, -13, 2, 28, 3, -6, 16, -0.9, 0
- COc1ccc(-c2[nH]ncc2CN2CCC(O)(c3ccc(Cl)cc3)CC2)cc1
  41*, -15, -10, 8, 11, 1, -25, 0.5, /
- COC(=O)Nc1cc(C)nc2ccccc12
  4, 5, -3, 42, 8, -3, -21, 0.7, -1
- O=C(COC(=O)c1cc(S(=O)(=O)N2CCOCC2)cs1)c1ccccc1
  -1, 10, 3, -4, 2, 3, 20, -1.2, -1
- COc1c(O)ccc2cnn(-c3ccccc3C)c(=O)c12
  -1, 3, -5, 1, 10, 0, 1, 0.2, 0
- CC(Oc1ccc(C(=O)NC2CCCCC2)cc1)C(=O)O (stereo not given)
  -2, -25, -18, -11, 3, 2, -4, -1.0, -2
- O=C(NCc1ccco1)c1ccc(Cn2c(=O)c3ccccc3n(Cc3cccc(Cl)c3)c2=O)cc1
  -1, -7, 6, 18, 3, -12, 0, -2.5, 4
- COc1ccccc1N(C)S(=O)(=O)c1ccc(C(=O)NC(C)c2ccccc2)cc1 (stereo not given)
  2, -24, -18, 13, 6, -4, -16, 0.7, /
- CSc1ccccc1NC(=O)CN(c1cccc(C)c1)S(C)(=O)=O
  2, 5, -13, 46, 1, -7, 6, -0.6, 3
- CCCc1cc(=O)[nH]c(SCc2ccccc2Cl)n1
  -2, -9, -2, 42, 1, -15, -2, -0.9, -2
- COC(=O)C1=C(C)NC(C)=C(C(=O)OC)C1c1ccc(C)o1
  -4, 1, 0, 11, 0, 3, -3, 1.2, /
- CCc1ccc(CN(C)C(=O)CCc2nnc(COc3ccccc3)o2)cc1
  -1, 1, -29, -5, 4, -4, -4, 2.9, 1
- O=C(NC1CCCC1)C(c1cccnc1)N(C(=O)c1csnn1)C1CC1 (stereo not given)
  -5, 2, -2, 0, 0, -5, 7, -0.4, -9
- O=C(CCl)NCCN1C(=O)S/C(=C\c2cccnc2)C1=O
  1, 2, 11, -1, 3, 3, -16, 0.9, 2
- Cc1cc2n(c(=O)c1C#N)CCCN2c1cccc(Cl)c1
  -5, 0, -6, 15, 0, -12, 8, 1.4, -3
- O=C(CSc1ncn[nH]1)NCCC(c1ccccc1)c1ccccc1
  -2, -11, -9, 17, 4, -8, 1, -0.5, -4
- CCOC(=O)C1C(c2ccc([N+](=O)[O-])cc2)C2C(=O)NN=C2CC1(C)O (stereo not given)
  -2, 8, -5, 12, -1, -6, 0, -1.1, /
- Cc1ccc(NC(=O)COc2ccc3oc4c(c3c2)CCCC4)nc1
  -4, 11, -14, 76*, 0, 2, 13, 0.8, 4
- C=CCn1c(SCC(=O)NCC(=O)OCC)nnc1-c1ccccn1
  1, -9, -6, 16, 5, -5, -8, -0.5, 1
- CN1c2ccccc2C(O)=C(C(=O)Nc2ccccc2)S1(=O)=O
  3, -1, -4, -8, 5, -1, -3, 1.1, 3
- COc1ccc(OC)c(NS(=O)(=O)c2ccc(Br)s2)c1
  4, 14, -18, 11, 8, -6, 9, 1.3, 2
- Cc1cc(C(=O)NNc2ccccc2F)no1
  4, -3, -5, -4, -3, -5, 6, 3.0, /
- Cn1c(=O)c2c(ncn2CC(COCc2ccccc2)OCc2ccccc2)n(C)c1=O (stereo not given)
  2, 0, 5, -2, -2, 2, -12, -0.3, /
- O=C(Nc1ccc(Br)cc1)c1cccn1-c1ncc(C(F)(F)F)cc1Cl
  2, 2, -9, 95*, 5, -17, 12, -0.6, -7
- CCOC(=O)c1ccc(N=c2sc(C(=O)OC)cc(=O)n2CCCN2CCOCC2)cc1
  0, 12, 60*, 42&12, 1, -24&12, 11, 0.3, 0
- COc1ccc(CNC(=O)/C(C)=C\C(=O)O)cc1
  5, 8, 4, 12, 3, 9, -12, -1.2, 11
- O=C1Nc2ccccc2C(=O)N2CCCCC12 (stereo not given)
  0, 10, -11, -16, 7, 11, -1, 0.5, -5
- O=C(/C=C/c1cccs1)N1CCN(c2ccc(F)cc2)CC1
  -1, -44, -1, 5, 0, -9, -26, 1.7, /
- Cn1cnc([N+](=O)[O-])c1Sc1ccc(Br)cc1
  0, -3, -15, 3, 6, -10, 5, 0.4, 8
- O=C(NCc1ccc(F)cc1)C(=O)NCC(c1ccco1)N1CCOCC1 (stereo not given)
  5, 3, -12, -3, 8, 12, -2, 0.1, -3
- O=C(CSc1ccc2nnc(-c3ccccn3)n2n1)NCc1ccco1
  2, -6, -22, 3, 6, -4, -10, -0.4, -4

The last 2 compounds of the section before are carried over, then new ones follow.
| Structure | Ba/F3 V617F tox | NPY-Y1 PAM-ag | S1P4 antagonist | CHOP inh | BaF3 parental | NCF1 inh | NPY2 pot ag | S1P4 ag | NPY Y1 blocker |
| --- | --- | --- | --- | --- | --- | --- | --- | --- | --- |
| O=C(NCc1ccc(F)cc1)C(=O)NCC(c1ccco1)N1CCOCC1 (stereo not given) | 5 | 3 | -12 | -3 | 8 | 12 | -2 | 0.1 | -3 |
| O=C(CSc1ccc2nnc(-c3ccccn3)n2n1)NCc1ccco1 | 2 | -6 | -22 | 3 | 6 | -4 | -10 | -0.4 | -4 |
| CCOC(=O)N1CCN(c2cc(C)c(C(C)=O)cc2F)CC1 | -2 | -13 | 7 | 36 | 5 | -7 | 0 | -1.1 | 11 |
| CCOC(=O)c1sc2ccccc2c1OC(=O)c1ccccc1OC | -2 | -19 | 8 | 33 | 5 | -8 | -7 | -0.3 | -2 |
| CC(C)Cc1nc2ccccc2[nH]1 | -1 | 22 | -2 | -1 | -6 | -3 | 18 | -0.2 | / |
| O=C(Cn1c2[n+](c3ccc(C(F)(F)F)cc31)CCCCC2)Nc1ccccc1 | 1 | -9 | -16 | -2 | 7 | 3 | -14 | 8.2 | -5 |
| Cc1cccc(OCC(=O)NNC(=O)CSc2ncc(C#N)c(N)n2)c1 | 0 | 16 | 3 | -3 | 4 | -6 | 15 | 2.2 | -3 |
| CCNCc1ccc(OCc2cccs2)c(OCC)c1 | 0 | 4 | -23 | 17 | 5 | -14 | -19 | 0.3 | 3 |
| Cc1cccc(S(=O)(=O)N/N=c2\sc3ccccc3n2C)c1 | 2 | 11 | -27 | 14 | 6 | / | -4 | -0.7 | 7 |
| O=C1CCC(C(=O)OCC(=O)C23CC4CC(CC(C4)C2)C3)N1 (stereo not given) | -1 | 22 | 9 | 24 | 4 | -3 | -2 | 1.2 | 23* |
| CCOC(=O)C1=NN(c2ccc(Cl)cc2)/C(=C/C2=NCCc3cc(OC)c(OC)cc32)S1 | 0 | 20 | -3 | -5 | -6 | -20 | 1 | 1.4 | / |
| CCCCCn1nc(-c2ccccc2)c2nc3ccccc3nc21 | 0 | 2 | -4 | 0 | 7 | -8 | -11 | -1.2 | 4 |
| COc1ccccc1N(CC(=O)Nc1ccc2c(c1)OCCO2)S(C)(=O)=O | 0 | 11 | 15 | 19 | 2 | -16 | -7 | -0.3 | -6 |
| CCOC(=O)CCc1nn(C)c(=O)c2ccccc12 | -1 | -14 | -6 | 7 | 0 | -9 | -5 | 2.4 | -1 |
| O=C(COC(=O)c1cc([N+](=O)[O-])ccc1NCc1ccccc1)NC1CCCc2ccccc21 (stereo not given) | -2 | 11 | 4 | -20 | 4 | -6 | 2 | -0.8 | 2 |
| CCCn1c(N)c(C(c2ccc(OC)cc2)N2CCN(c3ccccc3)CC2)c(=O)[nH]c1=O (stereo not given) | -2 | -8 | -12 | -71 | 3 | -4 | 6 | 2.2 | 3 |
| O=C(Cc1cccs1)Nc1cccc([N+](=O)[O-])c1 | -3 | 4 | -8 | 35 | 0 | -3 | -1 | 1.9 | 0 |
| COc1cc(/C=C2/SC(=O)N(Cc3ccccc3Cl)C2=O)ccc1OCc1ccncc1 | -4 | 2 | 13 | 44 | -1 | 31* | 9 | -0.6 | 8 |
| COc1cc(/C=C2\C(=O)N(C)C(=S)N2C)ccc1O | 1 | 16 | -13 | 43 | 6 | -62 | 6 | 2.2 | 2 |
| c1ccc(-c2nnc(-c3ccco3)n2-c2ccccc2)cc1 | 4 | 9 | -8 | 25 | 4 | -15 | 15 | -0.8 | -8 |
| O=C(COC(=O)c1ccc(S(=O)(=O)Nc2ccccc2)cc1)NC1CCCC1 | -4 | 2 | -22 | -11 | -1 | -3 | -4 | -0.9 | -6 |
| CC(C)C(NC(=O)c1ccc(F)cc1)C(=O)NCC1CCCO1 (stereo not given) | -1 | 12 | 2 | 2 | -3 | -9 | -8 | 2.4 | / |
| CCCc1nc2sc3c(=O)[nH]cnc3c2c2c1CCCC2 | -5 | -4 | 3 | 25 | -1 | -37 | -7 | -0.6 | / |
| CCOC(=O)CNS(=O)(=O)c1ccc2c3c(cccc13)C(=O)N2CC | -2 | -11 | 4 | -13 | 2 | -3 | -4 | -1.4 | 0 |
| C=CCC(CC=C)(NC(=O)c1ccccc1)c1ccccc1 | -3 | 28 | 5 | 8 | 2 | -5 | 4 | -1.9 | 4 |

4 of the compounds above, field by field:
CC1CCCN(c2c([N+](=O)[O-])c(=O)oc3ccccc23)C1 (stereo not given)
  Ba/F3 V617F tox = -8 | NPY-Y1 PAM-ag = -22 | S1P4 antagonist = -5 | CHOP inh = 17 | BaF3 parental = 1 | NCF1 inh = -5 | NPY2 pot ag = 0 | S1P4 ag = 0.7 | NPY Y1 blocker = 0

CCC(=O)N1N=C2CC(C)(C)OCC2C1c1ccccc1 (stereo not given)
  Ba/F3 V617F tox = -2 | NPY-Y1 PAM-ag = -6 | S1P4 antagonist = -13 | CHOP inh = 19 | BaF3 parental = 0 | NCF1 inh = 1 | NPY2 pot ag = 7 | S1P4 ag = 1.6 | NPY Y1 blocker = 1

Cn1c(=O)c2c(ncn2CC(COCc2ccccc2)OCc2ccccc2)n(C)c1=O (stereo not given)
  Ba/F3 V617F tox = 2 | NPY-Y1 PAM-ag = 0 | S1P4 antagonist = 5 | CHOP inh = -2 | BaF3 parental = -2 | NCF1 inh = 2 | NPY2 pot ag = -12 | S1P4 ag = -0.3 | NPY Y1 blocker = /

CCOC(=O)c1ccc(N=c2sc(C(=O)OC)cc(=O)n2CCCN2CCOCC2)cc1
  Ba/F3 V617F tox = 0 | NPY-Y1 PAM-ag = 12 | S1P4 antagonist = 60* | CHOP inh = 42&12 | BaF3 parental = 1 | NCF1 inh = -24&12 | NPY2 pot ag = 11 | S1P4 ag = 0.3 | NPY Y1 blocker = 0
